# From PubChem
# IDE cell activ: IDE (human) activation, cell-based; 0.073% of 340,000 active; HEK cells, FAbeta-B cleavage, fluorescence polarization; 0% vehicle, 100% cell-free pure enzyme wells; activation, % at 5.96 µM; P14735;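 active = activation above the mean of all tested compounds plus 3 SD, set per screening campaign, cut at about 17% in these data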
# pCIP destab: lowers stability of the mouse p/CIP coactivator protein. F442A p/CIP-EGFP cells, EGFP fluorescence, 16 h. decrease of EGFP signal, % at 10 µM. AID 1984. 0.01% of 290,000 active. Q05BA5;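 active = EGFP signal decrease of at least 30% at 10 µM or well 3 SD below plate mean, unless failing retest; inactive = the rest, including hits failing retest or dose response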; note: some compounds called inactive have numbers as strong as hits; many of its hits are not listed in these tables
# IMP-1 inhibitor: inhibitors of Pseudomonas aeruginosa IMP-1 metallo-beta-lactamase; purified IMP-1, nitrocefin hydrolysis, epi-absorbance fluorescence; 0.45% of 290,000 active; inhibition, % at 5.6 µM;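 active = inhibition above the mean plus 3 SD of all compounds in the same screening run, cut at about 4.5% in these data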;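 note: 0% = IMP-1 with DMSO and 100% = DMSO wells lacking enzyme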
#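 Test system: recombinant IMP-1 enzyme, purified / Medium: HEPES buffer pH 7.1 with ZnSO4 and Brij 35 / Doses: single dose, 5.6 µM / Times: 25 °C, 15 min preincubation, 25 min reaction / Detection: Epi-absorbance via hydrolysed-nitrocefin quenching of white-plate fluorescence, 480/530 nm, EDTA stop / Evaluation: percent inhibition from optical density relative to buffer-blank wells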
# HCV NS3 hel inh: inhibitors of Hepatitis C virus NS3 helicase | NS3 helicase DNA unwinding, Cy5 molecular beacon fluorescence | inhibition, % at 10.9 µM | 0.56% of 290,000 active | AID 1800;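 active = inhibition above the mean of all tested compounds plus 3 SD, set per campaign, cut at about 35% in these data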;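 note: 0% = DMSO wells and 100% = thioflavine S control wells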
#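 System: HCV NS3 helicase fragment; control set: DMSO and thioflavine S; technique: Cy5 fluorescence at 0 and 60 min, beacon hairpin quenching; reagent: beacon DNA duplex substrate plus ATP; replicates: singlicate; schedule: 1 h reaction at 25 °C, ATP-initiated; medium: MOPS buffer pH 6.5 with MgCl2, DTT, Tween20, BSA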
# M18AAP inhibitor: blocks P. falciparum M18 aspartyl aminopeptidase | recombinant PfM18AAP, H-Glu-NHMec fluorogenic cleavage | inhibition, % at 7.35 µM | 1.2% of 290,000 active | AID 1822;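 active = inhibition above the campaign mean inhibition over all tested compounds plus 3 SD, cut at about 28% in these data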;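 note: 0% = plate median of test compound wells and 100% = 2 mM ZnCl2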
# UBC9 SUMO inh: blocks human SUMOylation mediated by UBC9. P63279. HTRF SUMOylation assay, SAE1/SAE2 + UBC9, in vitro. inhibition, % at 35 µM. 0.36% of 290,000 active. AID 2006; in the data active = inhibition above about 50%, passing the limit was not always enough; note: strong numbers were not always called active
# IDE inh: cellular human IDE inhibition; 0.41% of 320,000 active; inhibition, % at 5.59 µM; HEK cells, FAbetaB cleavage, fluorescence polarization; P14735;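 active = percent inhibition above the average of all tested compounds plus 3 SD, set per screening campaign, cut at about 16% in these data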;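 note: IDE supplied by intact live HEK cells; FP after avidin binding of uncleaved biotin substrate so inhibition keeps polarization high; 0% = DMSO wells and 100% = 60 µM reference IDE inhibitor Ii1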
# VIM-2 inh: blocks Pseudomonas aeruginosa VIM-2 metallo-beta-lactamase; 0.89% of 290,000 active; purified VIM-2, nitrocefin hydrolysis, epi-absorbance fluorescence; inhibition, % at 5.6 µM;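 active = inhibition above the mean of all tested compounds plus 3 SD, cutoff set per screening run, cut at about 7.5% in these data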;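 note: red hydrolysis product quenches plate fluorescence so inhibitors raise well fluorescence; 0% = enzyme with DMSO and 100% = DMSO without enzyme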
# DNA FID counter: fluorescent intercalator displacement, NS3 helicase counter-screen | DNA fluorescent intercalator displacement, fluorescence | inhibition, % at 7.9 µM | 0.17% of 290,000 active | AID 1845; in the data active = inhibition above about 37%;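 note: 0% = vehicle and 100% = reference compound; higher means more ethidium bromide displaced from hairpin DNA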
# Starred values were filed as active, the others as inactive; nt = no result given; & = joins results of further samples. Hits appear at their usual frequency; 3.6% or so of the library scored in one or more.
# Every second line gives: IDE cell activ	pCIP destab	IMP-1 inhibitor	HCV NS3 hel inh	M18AAP inhibitor	UBC9 SUMO inh	IDE inh	VIM-2 inh	DNA FID counter
COc1ccc(CN2CCN(CCc3ccccc3)C(CCO)C2)cc1Cn1cncn1 (stereo unspecified)
  3	-5	-2.2	2	-6	22	1	-4.3	14
Cc1cc(OCCN2CCOCC2)ccc1[N+](=O)[O-]
  6	-6	-2.3	-4	3	-6	-3	-1.3	9
N/C(COc1ccc(C(=O)O)cc1)=N\O
  0	-2	-0.9	-7	1	-6	-3	-0.8	3
CCN(Cc1nc2ccccc2c(=O)[nH]1)Cc1cc(=O)oc2cc(C)c(C)cc12
  -7	nt	-4.0	-6	4	nt	3	-3.1	-17
CCN1CCN(C(c2cccs2)C(C)NC(=O)c2cccc(OC)c2OC)CC1 (stereo unspecified)
  5	-5	-2.9	-4	4	-5	5	-2.3	4
CCCCOc1ccc(C(=O)N(C)CC(=O)Nc2ccc(C)cc2)cc1
  1	-4	-2.8	-7	3	-5	4	-3.5	-38
O=C(Oc1ccc(-c2ccccc2)cc1)N1CCCCC1
  2	-24	-1.4	5	-5	19	-6	-1.5	-4
Cc1nc2ccccn2c1/C(O)=C1\C(=O)C(=O)N(CCN2CCOCC2)C1c1cccs1 (stereo unspecified)
  6	-2	-2.9	5	2	26	6	-1.1	-6
COCCNC(=O)/C(C#N)=C/c1ccc(OCC(=O)NC2CCCCC2)cc1
  4	-1	-2.5	1	-20	-2	-1	-3.5	-25
COc1cc(/C=c2\s/c(=C\C(=O)C(C)(C)C)[nH]c2=O)cc(OC)c1OC
  4	4	-2.2	23	9	-16	-2	-4.8	-30
Cc1ccc(NC(=O)C(=O)NCCN2CCN(S(C)(=O)=O)CC2)cc1C
  0	-13	0.1	-9	-15	-45	0	1.8	-4
COc1ccc(C(=O)Nc2nnc(-c3ccco3)s2)cc1
  3	-6	7.3*	26	11	-1	0	1.2	2
CCOC(=O)c1c(N)sc(C(O)(C(F)(F)F)C(F)(F)F)c1-c1ccc(Cl)cc1
  11	-13	-1.2	-9	0	-6	-1	-2.4	0
COCC(C)N1CCC(Oc2ccc(C(=O)N3CCCC3)cc2)CC1 (stereo unspecified)
  5	12	0.4	-5	0	6	3	-0.7	-4
CCn1c(C(=O)O)c(CC(=O)Nc2cccc(C(F)(F)F)c2)c2ccccc21
  3	-8	-2.9	-18	2	9	-1	-1.4	-7
Cc1cc(C(=O)N2CCCC(N3CCN(c4cccc(Cl)c4)CC3)C2)no1 (stereo unspecified)
  2	-14	-1.8	-1	4	3	9	-1.6	-28
Cc1ccc2nc(SCC(=O)Nc3ccc(C)c([N+](=O)[O-])c3)[nH]c2c1
  0	-4	1.4	-13	-2	-19	4	0.0	10
CCOC(=O)c1ncn2c1CN(C)C(=O)c1cc(F)ccc1-2
  -3	-8&-4	-2.7&-3.5	-4&1	3&-8	3&17	3	-3.4&-0.9	-1&-5
COc1ccc(/C=C2/C(=O)N=C3SCCN32)cc1
  1	-8	-2.5	-2	-2	15	3	1.5	-11
Cc1ccc(C)c(N2CCN(S(=O)(=O)c3ccc4c(c3)CCN4C(=O)CCC(=O)O)CC2)c1
  0	-12	-1.0	4	-2	23	2	1.2	-10

# For reference, some entries already given:
# Every second line gives: IDE cell activ	pCIP destab	IMP-1 inhibitor	HCV NS3 hel inh	M18AAP inhibitor	UBC9 SUMO inh	IDE inh	VIM-2 inh	DNA FID counter
COc1ccc(CN2CCN(CCc3ccccc3)C(CCO)C2)cc1Cn1cncn1 (stereo unspecified)
  3	-5	-2.2	2	-6	22	1	-4.3	14
Cc1cc(OCCN2CCOCC2)ccc1[N+](=O)[O-]
  6	-6	-2.3	-4	3	-6	-3	-1.3	9

# (list continues)
# Every second line gives: IDE cell activ	pCIP destab	IMP-1 inhibitor	HCV NS3 hel inh	M18AAP inhibitor	UBC9 SUMO inh	IDE inh	VIM-2 inh	DNA FID counter
Cc1nc(CS(=O)(=O)c2ccc(Cl)cc2)cc(N2CCOCC2)n1
  2	2	-1.7	4	-4	-2	-3	-1.5	-5
Cc1nc(SCc2ccc(C(=O)O)cc2)c2c(C)c(C)sc2n1
  2	-7	-3.3	29	3	1	-2	0.4	-32
O=C(CN1CCOCC1)N/N=C/c1c(O)ccc2ccccc12
  7	0	-2.4	-12	15	-9	5	-1.7	-13
O=C(Nc1ccccc1)/C(=C/c1ccc([N+](=O)[O-])cc1)NC(=O)c1ccco1
  -3	3	-0.6	4	13	-6	6	-2.2	-6
CCOC(=O)c1c(C)[nH]c(C)c1C(=O)CSc1nnc(-c2ccncc2)n1Cc1ccccc1
  0	4	-3.3	-12	11	-1	2	-2.2	-40
CC(C)N1C(=O)CC(Nc2ccc(N3CCOCC3)cc2)C1=O (stereo unspecified)
  6	-14	-8.3	39*	21	-14	-4	-1.7	-17
COc1ccc(S(=O)(=O)Nc2ccc(NC(C)=O)cc2)cc1[N+](=O)[O-]
  3	-17	-2.3	-20	-6	-1	-5	-1.0	-2
Cc1nonc1OCCn1c([N+](=O)[O-])cnc1C
  4	-9	-1.8	4	-1	10	2	-0.8	0
CCCC(=O)Nc1ccc(C2C(=O)c3ccccc3C2=O)cc1
  4	-18	-1.7	9	5	-16	-2	-1.2	-6
CCOC(=O)[C@@H]1[C@H]2COc3cc(OC)ccc3[C@@H]2N2C(=O)N(c3cccc(Cl)c3)C(=O)[C@]12C
  4	-8	-1.7	-26	7	-10	-1	-2.4	-37
CCOc1ccc(OCCN2CCCCC2)cc1
  0	-4	-1.8	1	4	-6	1	-0.5	6
CC1Cc2ccccc2N1C(=O)CSc1nc2ccccc2s1 (stereo unspecified)
  -7	-10	0.9	-1	-2	-8	4	-0.2	-11
CCn1c2ccccc2c2cc(NC(=O)COC(=O)c3ccccc3F)ccc21
  3	-3	-2.6	7	-11	-8	-7	2.0	0
COC(=O)Cn1cc([N+](=O)[O-])nc1C
  0	-3	-1.2	9	3	7	2	-3.4	-10
CCn1c(=S)[nH]c2cc(C(=O)O)ccc21
  nt	8	-2.1	2	-5	1	-4	-2.8	1
CC(C)CNc1nc(Oc2ccc(=O)[nH]n2)nc(N2CCOCC2)n1
  7	-2	-2.6	0	3	2	-4	-2.1	-7
CCOc1cc(/C=C2\C(=O)N(c3cccc(C(=O)O)c3)N=C2C(F)(F)F)ccc1OCC(=O)Nc1ccccc1OC
  nt	8	-1.5	4	-8	73*	-3	0.6	43*
Cc1cc(C)c2c(c1)C(=O)/C(=C/c1ccc(C(=O)O)cc1)CC2
  4	1	-3.6	-5	0	-1	0	-1.4	-22
COc1cc(O)c(C(CCN2CCCC(C)C2)c2ccc3c(c2)OCO3)c(OC)c1 (stereo unspecified)
  -2	7	nt	nt	nt	4	3	nt	nt
CC(C)CC(NC(=O)C1CCCCC1)C(=O)N1CCN(c2ccccn2)CC1 (stereo unspecified)
  6	-13	-3.1	-1	2	23	-4	-3.5	-24

# 7 compounds out of the list above, sorted by the value under UBC9 SUMO inh, low to high:
compound,UBC9 SUMO inh
Cc1ccc(NC(=O)C(=O)NCCN2CCN(S(C)(=O)=O)CC2)cc1C,-45
CC(C)N1C(=O)CC(Nc2ccc(N3CCOCC3)cc2)C1=O (stereo unspecified),-14
Cc1cc(C)c2c(c1)C(=O)/C(=C/c1ccc(C(=O)O)cc1)CC2,-1
CC(C)CNc1nc(Oc2ccc(=O)[nH]n2)nc(N2CCOCC2)n1,2
COc1cc(O)c(C(CCN2CCCC(C)C2)c2ccc3c(c2)OCO3)c(OC)c1 (stereo unspecified),4
CCn1c(C(=O)O)c(CC(=O)Nc2cccc(C(F)(F)F)c2)c2ccccc21,9
O=C(Oc1ccc(-c2ccccc2)cc1)N1CCCCC1,19

# (further entries)
# Every second line gives: IDE cell activ	pCIP destab	IMP-1 inhibitor	HCV NS3 hel inh	M18AAP inhibitor	UBC9 SUMO inh	IDE inh	VIM-2 inh	DNA FID counter
Cc1cc(NC(=O)CSc2nc(C3CC3)nc3sc(C)c(C)c23)no1
  -6	9	-0.3	5	-1	2	-2	0.7	-5
Nc1nnc(CCOc2ccc(Cl)cc2)s1
  3	-3	-2.9	-1	-2	14	-1	-1.4	-4
COc1ccc(-c2cc(C(=O)Nc3c(C)n(C)n(-c4ccccc4)c3=O)no2)cc1
  1	4	-2.3	-3	-11	20	1	-1.6	-14
CC(=O)Nc1nc(SCc2cccc3ccccc23)n[nH]1
  0	0	-1.1	-3	-2	-3	7	-1.1	-7
N/C(=N\NC(=O)c1cccs1)c1cc2cc(Cl)ccc2oc1=O
  3	2	-2.3	5	3	20	-1	-2.4	-2
Cc1ccc2c(c1)C(=O)C(=O)N2CC(=O)Nc1ccccc1NC(=O)c1ccccn1
  3	-1	-1.5	10	-5	-4	-2	-2.4	-8
COC(=O)CSC(C(=O)Nc1ccc(C)c(C)c1)c1ccccc1 (stereo unspecified)
  1	-7	-1.2	-6	-5	4	-2	-0.7	-13
O=C(CSc1nnc(NC(=O)C2CC2)s1)NCc1ccco1
  -3	-28	-1.8	6	12	24	2	0.3	-8
COCCN(CC(=O)Nc1cccc(C)c1)S(=O)(=O)c1ccc(S(=O)(=O)N2CCCC2)cc1
  0	4	0.2	12	4	-1	1	-2.7	-16
N#Cc1c(NC(=O)c2ccc(Cn3cc(Br)cn3)o2)sc2c1CCCCCC2
  -1	-25	-0.3	2	5	1	8	-0.7	-6
O=C(NC(C(=O)N/N=C/c1cc([N+](=O)[O-])ccc1O)c1n[nH]c(=O)c2ccccc12)c1ccccc1 (stereo unspecified)
  1	-3	-0.8	11	20	38	-5	4.1	0
O=C1NCCN1Cc1cccc(Cl)c1
  3	-3	-4.3	7	-4	3	8	-1.9	-8
CN1C=CC=C/C1=C1/SC(=S)N(Cc2ccccc2)C1=O
  8	-23	-0.1	-7	1	-22	-4	-2.0	10
CCN(CC)c1ccc(/C=N/NC(=O)c2cccc(S(=O)(=O)N3CCOCC3)c2)c(O)c1
  -27	-17	-3.6	3	6	12	22*	-3.4	-8
O=C(CCc1ccccc1)N/N=C\C1CC=CCC1 (stereo unspecified)
  1	-6	-3.1	4	3	17	4	-3.0	-8
C=CCOC(=O)C1=C[C@H](c2cn(C(C)=O)c3ccccc23)C[C@H](OCCCCO)O1
  -2	-2	-0.9	-3	2	21	5	0.2	-41
CCNC(=O)NC(=O)COC(=O)CCCSc1nc2ccccc2s1
  -9	3	-2.1	-6	-9	-7	2	0.6	-30
C=CCCCN(Cc1ccccc1)S(=O)(=O)c1ccccc1Br
  0	5	nt	nt	nt	-11	1	nt	nt
CCc1nnc(NC(=O)CSc2nc(C)cs2)s1
  -1	-10	-3.6	-2	0	-2	4	-1.7	-12
